Assay outcomes as filed in PubChem.
HT1080NT lethal: kills 2HG-producing HT-1080-NT fibrosarcoma cells. HT-1080-NT fibrosarcoma viability, CellTiter-Glo ATP luminescence, 48 h. Potency, µM (highest dose often 46.1 µM), for inactives: top-dose activity, negative = less viability, hits mostly cytotoxic. hit rate 1.6% among 360,000. AID 686970;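 note: NT is the 2HG producing partner of a matched IDH1 knockdown line; 0% = DMSO-treated cells and -100% = media-only wells without cells; nearly all actives have a fitted effect of over 55% in size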
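Viability by CellTiter-Glo luminescence after 48 h compound exposure at 37C of HT-1080-NT cells (750/well, RPMI, 5% FBS). % activity scaled between DMSO wells and medium-only wells, then curve-fitted and categorized by curve class.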
KB-V1 cytotox: KB-V1 MDR subline cytotoxicity. KB-V1 MDR cells viability, CellTiter-Glo, 72 h. Potency, µM (highest dose often 46.1 µM), for the others: top-dose activity change, negative = cytotoxicity, hits mostly cytotoxic. hit rate 3.4% among 400,000. AID 1347076; note: % is set by controls: 0 for no effect and ±100 for the full control effect; nearly all actives have a fitted effect of over 60% in size
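Cytotoxicity toward P-gp-expressing KB-V1 cells was determined as loss of CellTiter-Glo luminescence after 72 h at 37 degrees C. Compounds were tested in quantitative HTS format across a concentration range, with curves fitted to normalized data.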
GLP-1R inv ag: acts as inverse agonist at human GLP-1 receptor. HEK293 GLP-1R CRE-luciferase, luminescence, 24 h; GLP-1R form is constitutively active. hit rate 1.6% among 410,000. Potency, µM (top dose mostly 38.3 µM), for the others: at the highest dose activity change, negative = inhibition, actives largely listed as inhibitors. P43220; note: % is set by controls: 0 for no effect and ±100 for the full control effect; nearly all actives have a fitted effect of over 55% in size
Target sequence (P43220 whole entry, looked up): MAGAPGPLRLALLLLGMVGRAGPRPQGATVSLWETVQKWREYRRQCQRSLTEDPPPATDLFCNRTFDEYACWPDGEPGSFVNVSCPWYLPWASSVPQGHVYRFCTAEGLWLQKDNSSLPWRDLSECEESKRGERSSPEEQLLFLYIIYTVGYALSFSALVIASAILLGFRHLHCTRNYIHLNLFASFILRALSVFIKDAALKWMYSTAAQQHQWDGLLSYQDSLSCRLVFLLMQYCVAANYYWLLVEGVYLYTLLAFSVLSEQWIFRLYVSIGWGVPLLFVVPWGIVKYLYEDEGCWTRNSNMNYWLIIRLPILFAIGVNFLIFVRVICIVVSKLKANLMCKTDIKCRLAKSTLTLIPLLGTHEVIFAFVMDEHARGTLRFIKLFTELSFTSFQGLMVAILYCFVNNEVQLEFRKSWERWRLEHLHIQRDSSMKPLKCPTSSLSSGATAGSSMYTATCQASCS
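Assay principle: reduced luminescence from a cAMP-responsive reporter in HEK293 cells co-expressing a constitutively active GLP-1R. Conditions: 24 hr compound incubation, 37 deg C, 5% CO2.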
KB-3-1 tox: kills parental KB-3-1 adenocarcinoma cells | KB-3-1 viability, CellTiter-Glo ATP luminescence, 72 h | Potency, µM (top dose mostly 46.1 µM), for the others: at the highest dose activity change, negative = cytotoxic, usual class: cytotoxic | hit rate 1.4% among 400,000 | AID 1347075; note: % is set by controls: 0 for no effect and ±100 for the full control effect; nearly all actives have a fitted effect of over 60% in size
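KB-3-1 parental drug-naive adenocarcinoma cells in DMEM/10% FBS, incubated 72 h at 37 C with pin-transferred compounds across a concentration series. Viability by CellTiter-Glo luminescence; concentration-response curves fitted after normalization.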
TDP43 rescue: rescues yeast growth from TDP-43 toxicity; TDP-43 expressing yeast growth rescue, BacTiter-Glo, 24 h; Potency, µM (doses to about 46.1 µM), inactives show at the highest dose growth rescue (activation), most hits filed as activators; hit rate 1.8% among 410,000; AID 652104; note: % of control where 0% means no effect; nearly all actives have a fitted effect of over 50% in size
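Growth rescue of TDP-43-toxic yeast measured as ATP luminescence (BacTiter-Glo). Cells grown to mid-log in raffinose, induced in galactose at OD600=0.02, exposed to compound 24 hr at 30 deg C.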
HT1080 IDH1KD tx: kills HT-1080 cells with IDH1 knockdown. HT-1080 IDH1 knockdown viability, ATP luminescence, 48 h. Potency, µM (highest dose often 46.1 µM), inactives show at the top dose activity, negative = toxicity, usual class: cytotoxic. hit rate 2% among 360,000;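 note: 0% = DMSO wells and -100% = cell-free medium wells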
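CellTiter-Glo luminescence after 48 h compound exposure at 37 degrees C of IDH1-knockdown HT-1080 cells in 5% FBS RPMI. %Activity scaled between DMSO wells and cell-free media wells, with curves fitted and assigned curve classes.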
GLP1R cytotox: cytotoxicity counter-screen for GLP-1 receptor inverse agonists; AID 624418; hit rate 0.13% among 410,000; HEK293 cAMP-luciferase reporter cells, luminescence, 24 h; Potency, µM (titrated, usually from 38.3 µM), inactives show at the highest dose activity change, negative = inhibition, usual class: inhibitors;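 note: loss of luciferase light is scored as toxicity; % is set by controls: 0 for no effect and ±100 for the full control effect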
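Compound-treated cells are incubated 24 hr at 37 deg C under 5% CO2 after a 12 hour attachment period, then luciferase detection reagent is added and luminescence is measured following 12 min at room temperature; lowered signal indicates toxicity.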
SW480 rereplic: DNA re-replication induction in SW480 cells; SW480 DNA re-replication, Hoechst DNA content imaging, 48 h; Potency, µM (highest dose often 46.1 µM), inactives show at the top dose re-replication activation, usual class: activators; hit rate 1.8% among 340,000; AID 624297; note: % of control where 0% means no effect; nearly all actives have a fitted effect of over 55% in size
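Compounds, transferred as 23 nL by pin tool, were incubated with cells for 48 hr; DNA content per nucleus was then quantified by Hoechst staining and fluorescence plate imaging.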
GLP1R ag: agonists of human GLP-1 receptor; P43220; AID 624172; Potency, µM (highest dose often 45.6 µM), without a hit: top-dose activation, actives largely listed as activators; hit rate 0.007% among 380,000; HEK293 GLP-1R CRE-luciferase, luminescence, 4-6 h; cells express a hypersensitive GLP-1R form; note: % of control where 0% means no effect
The depositor's hits bear a star; ? = inconclusive; . = no result given; & = joins results of further samples; [ ] = remark or other dose. Calls come from the whole dose curve; as a rule, active = well fitted curve in the direction sought with a large enough effect; inconclusive = small, poorly fitted or top-dose-only effect, or another doubt; inactive = no such curve, though single readings can be large; an effect the other way counts as inactive or inconclusive. Potency is the fitted concentration of half-maximal effect.

SMILES | HT1080NT lethal | KB-V1 cytotox | GLP-1R inv ag | KB-3-1 tox | TDP43 rescue | HT1080 IDH1KD tx | GLP1R cytotox | SW480 rereplic | GLP1R ag
Cc1cc(O)c2c(C)c(CC(=O)N3CCN(C(=O)C4COc5ccccc5O4)CC3)c(=O)oc2c1 (stereo not drawn) | -2% | ? | 6.3µM* | -16% | 4% | 9% | 12% | 15% | 0%
O=C(CN1CCN(S(=O)(=O)c2ccc(Cl)cc2)CC1)Nc1ccc2c(c1)OCO2 | -4% | -12% | ? | -25% | 7% | -13% | 5% | -2% | -1%
COc1ccc(/C=C2/Sc3ccc(C(=O)N4CCc5ccccc5C4)cc3NC2=O)cc1 | -2% | ? | -4% | 3% | 10% | -4% | -14% | -5% | -2%
Cn1c(CN2CCOCC2)nc2cc(NC(=O)COc3ccccc3)ccc21 | -9% | 16µM* | -31% | -19% | -23% | 3% | -5% | 1% | 1%
FC(F)(F)c1cccc(N2CCN(Cc3nnc(-c4ccc5c(c4)OCO5)o3)CC2)c1 | . | -2% | ? | 5% | ? | . | -8% | . | .
CCN(CC)c1ccc(/C=N/NC(=O)Cc2ccc(OC)c(OC)c2)cc1 | 0% | -1% | 1% | 9% | -3% | 3% | -4% | -2% | ?
CCN1CCN(C(c2cc(OC)c(OC)c(OC)c2)c2nnnn2C(C)C)CC1 (stereo not drawn) | 11% | 1% | 4% | 6% | 20% | 10% | 2% | 2% | 9%
Cc1cccc(N2C(=O)C(O)=C(C(=O)c3cccs3)C2c2cccc(Oc3ccccc3)c2)n1 (stereo not drawn) | -3% | ? | -46% | 0% | -10%[1.82 µM] | -11% | -5% | 8% | 5%
CCC(=O)N1CCN(CCN=CC2=C(O)CC(C)(C)CC2=O)CC1 | 12% | 9% | 0% | -24% | -7% | 3% | -5% | 6% | -1%
CCOC(=O)N1CCN(C(=O)C2c3cc(OC)c(OC)cc3C(=O)N3CCc4ccccc4C23)CC1 (stereo not drawn) | 7% | 1% | 7% | 0% | 11% | 8% | -15% | -8% | -7%
Cc1ccc(CNC(=O)COC(=O)c2nc(-c3ccccc3)oc2C)cc1 | 10% | 9% | -23% | -1% | 35µM* | 7% | 6% | ? | 1%
Cc1nn(C)c(Cl)c1CN1CCCC(CO)(Cc2cccc(Cl)c2)C1 (stereo not drawn) | -8% | -30% | ? | -13% | 9% | -26% | 12% | 26% | -5%
CCC(CO)Oc1cc(NC(=O)c2ccccc2)c2ncn(C(C)C)c2c1 (stereo not drawn) | 6% | -9% | -6% | 1% | 4% | 7% | -4% | 14% | -2%
CCCCC1CC(C)(C(=O)CSc2nc3ccccc3s2)OC1=O (stereo not drawn) | -12% | 0% | 5% | -5% | 10% | -4% | 7% | 1% | 4%
Cc1nc2ccccn2c1C(=O)CSc1ccc(Cl)cc1Cl | -5% | ? | 0% | -2% | ? | 4% | -1% | -5% | 0%
O=C(O)Cn1ccc2cc(S(=O)(=O)N3CCCCCC3)ccc21 | 18% | ? | 15%&2% | ? | 19%&-3% | 9% | 4%&-9% | -4% | -4%
CCOC(=O)c1sc(N)c(C#N)c1COC(=O)CNC(=O)c1cc(OC)c(OC)c(OC)c1 | -4% | -18% | 0% | 3% | 17% | -3% | 6% | 4% | 22%
COc1cc(OC)cc(C(=O)NNC(=O)C2CCC2)c1 | 0% | 16% | 13% | -1% | 1% | 1% | 3% | . | 9%
Cc1onc(-c2ccccc2Cl)c1C(=O)NCc1nc(-c2ccccc2)no1 | -6% | -4% | ? | -16% | 11% | -8% | 50%[activator] | 19% | -1%
Cc1ccc(C)c2[nH]c(=O)c(CN(Cc3ccc4c(c3)OCO4)Cc3nnnn3Cc3ccco3)cc12 | ? | 17% | ? | -2% | 7% | -29% | -21% | ? | 3%
COc1ccc(/C(C)=C2\SC(=S)N(CCC(=O)O)C2=O)cc1 | -1% | 25% | -2% | 10% | 3% | 8% | -17% | -1% | -14%
NS(=O)(=O)c1ccc(CCNC(=O)/C=C/c2ccc([N+](=O)[O-])cc2)cc1 | -4% | 3% | 2% | -3% | -14% | -1% | 18% | -11% | 6%
CC1(c2nnnn2-c2ccc3c(c2)OCCO3)CCC(=O)N1CCc1ccccc1F (stereo not drawn) | 10% | ? | -3% | 0% | 22% | 11% | -1% | . | 4%
Cc1oc(-c2ccccc2F)nc1Cn1c(SCc2cccc(C(F)(F)F)c2)nc2ccncc21 | . | 0% | ? | 0% | 15% | . | -33% | . | .
CC(C(=O)N1CCN=C1c1ccccc1)N1C(=O)c2ccccc2C1=O (stereo not drawn) | 6% | 5% | 3% | 3% | 8% | 9% | 3% | -10% | -5%

Shown as a hit in GLP-1R inv ag, of those listed so far:
SMILES | GLP-1R inv ag | SW480 rereplic | GLP1R ag
Cc1cc(O)c2c(C)c(CC(=O)N3CCN(C(=O)C4COc5ccccc5O4)CC3)c(=O)oc2c1 (stereo not drawn) | 6.3µM* | 15% | 0%

Later entries.
SMILES | HT1080NT lethal | KB-V1 cytotox | GLP-1R inv ag | KB-3-1 tox | TDP43 rescue | HT1080 IDH1KD tx | GLP1R cytotox | SW480 rereplic | GLP1R ag
Cc1cc(NS(=O)(=O)c2ccc(NC(=O)c3c(F)c(F)c(F)c(F)c3F)cc2)nc(C)n1 | 0% | 0% | 20% | 0% | 18% | 6% | 5% | 0% | 7%
CCOC(=O)C1CCCN(C(=O)c2cncc(Br)c2)C1 (stereo not drawn) | 4% | 11% | 0% | 2% | 3% | 0% | -3% | 0% | -8%
Cn1cc(CN2CCCCC2CO)c(-c2ccc(Oc3ccccc3)cc2)n1 (stereo not drawn) | -27% | -28% | 10µM* | -1% | 6% | ? | -9% | -1% | 19%
COc1ccc(C)cc1C(=O)CCC(=O)N1CCN(c2ccccc2F)CC1 | 10% | -20% | ? | -2% | ? | 6% | 3% | -1% | 2%
COc1cc(CNCc2cccc(OC)c2OC)cc(OC)c1 | -4% | ? | -22% | -4% | 11% | -8% | -5% | ? | -6%
COc1ccc(C(=O)n2cc(C(=O)c3cc(C)ccc3O)cn2)cc1OC | -14% | ? | -30% | -10% | 12% | -1% | 5% | 11% | -12%
CCC(=O)[C@@H](C)[C@@H](OC(C)=O)[C@H](C)C[C@@H](C)[C@H]1OC(=O)C[C@@]2(O)CC=C(C)C(O2)C(C)=CCCC[C@H](O[C@H]2C[C@@H](OC(N)=O)[C@H](OC(C)=O)[C@@H](C)O2)C=C[C@H](C)C[C@H]1C | -5% | -26% | -7% | 1.3µM* | 12% | 1% | 2% | . | -4%
COc1ccc(CCNC(=O)c2ccc3nc(-c4ccco4)c(-c4ccco4)nc3c2)cc1OC | ? | 7.3µM* | ? | ? | -5% | ? | 25% | ? | -18%
O=C(CC1C(=O)NCCN1Cc1ccc(F)cc1)NCCOc1cccnc1 (stereo not drawn) | 15% | 0% | 1% | -9% | -15% | 12% | 21% | 3% | 6%
Cc1ccc2c(c1)Cc1nc3ccccc3nc1-2 | -28% | -5% | ? | ? | -12%[0.397 µM] | ? | 0% | -7% | 3%
O=C(O)c1cccc(Nc2nc3ccccc3nc2NS(=O)(=O)c2ccc(F)cc2)c1 | -2% | ? | 11% | 30% | -14% | -1% | 11% | 22% | -2%
CC(=O)Nc1ccc(NC(=O)CSc2nnc3c4ccccc4n(C)c3n2)cc1 | -10% | -19% | 21%[7.66 µM] | 3% | 21%[9.22 µM] | -19% | -3%[7.66 µM] | 17% | 5%
COc1cc2c(cc1OC)C(C)N(C(=O)C(NC(=O)c1ccccc1)C(C)C)CC2 (stereo not drawn) | -20% | 5% | -22% | 3% | 0% | -12% | -2% | 2% | 15%
Cc1cc(C(=O)NC(=S)Nc2cccc(C(=O)O)c2C)ccc1[N+](=O)[O-] | 7% | 22% | 17% | 2% | 14% | 1% | -22% | 4% | -7%
Cc1ccc(NC(=O)c2ccc(CSc3nccc(C)n3)cc2)cc1 | -14% | -9% | ? | -4% | 7% | -24% | -14% | 4% | 6%
Cc1cc2nnc(SCC(=O)NCC(c3ccccc3)N(C)C)n2c2ccccc12 (stereo not drawn) | 14% | -6% | 14% | 13% | 15% | 14% | 2% | -9% | 5%
COC(=O)c1c(SCC(=O)Nc2ccccc2C(F)(F)F)[nH]c2ccc(Cl)cc2c1=O | . | 5% | -4% | 0% | -2% | . | -8% | . | .
N#Cc1ccccc1NC(=O)CSc1ncn[nH]1 | . | -10% | 7% | 14% | -1% | . | 9% | . | .
CN(C)c1ccc(CNC(=O)CCCN2C(=O)CCn3nc(-c4cn(C)c5ccccc45)cc32)cc1 | . | 4% | -29% | 3% | 20% | . | 15% | . | .
Cc1ccc(-c2noc(CCC(=O)NC3CCN(Cc4ccccc4)CC3)n2)cc1 | -15% | -11% | ? | -16% | 3% | -13% | 10% | -2% | -11%
Clc1ccc(NC2(c3nnnn3C3CCCCC3)CCCCC2)cc1 | -14% | 4% | 0% | -1% | 7% | -9% | -2% | 1% | 2%
COC(=O)c1sccc1S(=O)(=O)Nc1ccc(C(O)(C(F)(F)F)C(F)(F)F)cc1 | ? | -3% | ? | 0% | 16% | ? | -8% | . | 22%
CC(C)N1C(=O)N(c2ccccc2)C(C)(O)CC1(C)C (stereo not drawn) | 6% | 17% | 0% | 4% | 6% | 15% | 10% | -13% | -1%
CCN(CC)S(=O)(=O)c1ccc(NC(=O)COC(=O)CNS(=O)(=O)/C=C/c2ccccc2)cc1 | -1% | -4% | 2% | 26% | 2% | 0% | 3% | . | -14%
COc1ccc(C(=O)NCCCCc2ccccc2)cc1 | 8% | -23% | ? | -4% | ? | 16% | 0% | 1% | 12%
CC(=O)OCCNc1cc(N2CCN(C)CC2)c2noc3c2c1C(=O)c1ccccc1-3 | -13% | -14% | -17% | -2% | -12% | -19% | -17% | 2% | 3%

Ordered by value in GLP1R ag (low to high): 3 of the compounds above.
structure	GLP1R ag
O=C(CN1CCN(S(=O)(=O)c2ccc(Cl)cc2)CC1)Nc1ccc2c(c1)OCO2	-1%
Cn1c(CN2CCOCC2)nc2cc(NC(=O)COc3ccccc3)ccc21	1%
CC(=O)OCCNc1cc(N2CCN(C)CC2)c2noc3c2c1C(=O)c1ccccc1-3	3%

Rows are unselected; 9.4% or so of the library scored in one or more.
